FLuc inhib CS: inhibits firefly luciferase, flagging false hits in luciferase inhibition screens; inhibition, % at 10 µM; hit rate 1.5% among 200,000; ATPLite firefly luciferase biochemical luminescence, 10 min; AID 1006;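 active = inhibition above about 50% when tested at 10 µM, limit read from the data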
Target sequence (P08659 whole entry, looked up): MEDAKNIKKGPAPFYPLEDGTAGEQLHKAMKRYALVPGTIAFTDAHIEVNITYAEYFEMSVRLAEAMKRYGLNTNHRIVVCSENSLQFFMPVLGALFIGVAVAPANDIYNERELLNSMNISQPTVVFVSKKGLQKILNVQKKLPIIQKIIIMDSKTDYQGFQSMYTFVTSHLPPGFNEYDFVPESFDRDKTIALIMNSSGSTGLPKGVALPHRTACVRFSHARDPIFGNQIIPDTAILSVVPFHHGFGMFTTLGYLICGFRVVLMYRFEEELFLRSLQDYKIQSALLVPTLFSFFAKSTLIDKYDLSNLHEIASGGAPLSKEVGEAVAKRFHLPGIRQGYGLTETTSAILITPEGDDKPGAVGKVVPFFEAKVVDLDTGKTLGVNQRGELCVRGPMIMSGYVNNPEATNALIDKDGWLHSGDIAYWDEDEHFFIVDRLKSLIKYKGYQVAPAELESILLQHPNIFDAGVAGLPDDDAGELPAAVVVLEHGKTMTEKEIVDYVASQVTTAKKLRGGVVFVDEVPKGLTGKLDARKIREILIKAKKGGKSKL
STAT3 activator: increases IL-6 driven STAT3 reporter signal; U3A cells, IL-6 STAT3-luciferase reporter, luminescence; 100% = signal with IL-6 EC80 alone; activation (% of control), % at 5.6 µM; hit rate 0.91% among 190,000; AID 871;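 active = activation above the screen-wide mean of compound activation plus 3 SD, cut at about 130% in these data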;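 also: 0% = background luminescence of wells with medium and substrate only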
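Test system: human U3A cells carrying STAT3-luciferase construct; control set: IL-6-only wells as 100% reference; timing: compound pre-incubation 1 h before IL-6, then 6 h stimulation at 37 °C; also added: IL-6 stimulus at 33 ng/mL final; evaluation: % activation versus median of IL-6-stimulated wells; detection: reporter luminescence signal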
STAT3 inh: reduces IL-6 driven STAT3 reporter signal; U3A cells, IL-6 STAT3-luciferase reporter, luminescence; host cell line lacks STAT1; inhibition, % at 5.5 µM; hit rate 0.89% among 190,000;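 active = inhibition above the mean inhibition across all screened compounds plus 3 SD, cut at about 44% in these data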;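 also: 0% = DMSO only wells and 100% = 100 µM nifuroxazide control wells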
APP 5'UTR act: APP 5'UTR luciferase reporter activation; SH-SY5Y APP 5'UTR luciferase reporter, luminescence; zero percent = DMSO vehicle wells; activation, % at 2 µM; hit rate 1% among 190,000; AID 1276;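 active = activation above a set limit, based on mean plus 3 SD of controls, cut at about 140% in these data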; also: values of inactives mirror those of a sister screen read the other way
STAT1 activator: activators of IFN-gamma induced STAT1 signaling. NIH 3T3 STAT1-luciferase reporter, luminescence; 100% = IFN-gamma alone, no compound. activation (% of control), % at 5.5 µM. hit rate 2.6% among 200,000. AID 932;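 active = activation above the screen-wide mean activation plus 3 SD, cut at about 130% in these data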;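 also: raw ratio to IFN-gamma control signal so 100% means no change and 0% no light; values of inactives mirror those of a sister screen read the other way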
FLuc stim CS: firefly luciferase counter-screen for stimulation assays. P08659. ATPlite luciferase biochemical, luminescence, 10 min; 0 = ATP-free wells, 1 = DMSO control. activation factor at 10 µM. 200,000 tested, under 10 active;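 active = luciferase activation factor, scaled between plate controls, of at least 2 with compound at 10 µM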
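test system = cell-free luciferase reagent | medium = PBS as buffer for the ATP substrate | dosing = test compounds dosed from 2 mM stocks in 100% DMSO | incubation = 10 min at ambient temperature | detection = luminescence measurement of luciferase light output | benchmarks = low control with PBS replacing ATP, high control enzyme plus ATP without compound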
APP 5UTR inh: APP translation inhibition | inhibition, % at 2 µM | hit rate 0.82% among 190,000 | AID 1285 | SH-SY5Y APP 5'UTR-luciferase reporter, luminescence;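 active = inhibition above a set limit, derived from the sample mean plus 3 SD, cut at about 45% in these data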; also: values of inactives mirror those of a sister screen read the other way
NF-kB neuron act: NF-kB expression increase, human neuronal cells. NF-kB reporter expression; hits give high values. fold change at 12.5 µM. hit rate 1.6% among 190,000. AID 1239; in the data active = fold change above about 3.3
ROMK mod: human ROMK K+ channel modulation, primary screen. P48048. Tet-inducible ROMK, thallium flux fluorescence; actives lie on both sides. B-score at 10 µM. hit rate 2% among 130,000;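 active = signal ratio slope over the read window, or its plate-corrected B-score, at least 3 SD from the plate mean, either direction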;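 also: B-score of the F/F0 ratio slope over 7 to 12 s after thallium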
Target sequence (P48048 whole entry, looked up): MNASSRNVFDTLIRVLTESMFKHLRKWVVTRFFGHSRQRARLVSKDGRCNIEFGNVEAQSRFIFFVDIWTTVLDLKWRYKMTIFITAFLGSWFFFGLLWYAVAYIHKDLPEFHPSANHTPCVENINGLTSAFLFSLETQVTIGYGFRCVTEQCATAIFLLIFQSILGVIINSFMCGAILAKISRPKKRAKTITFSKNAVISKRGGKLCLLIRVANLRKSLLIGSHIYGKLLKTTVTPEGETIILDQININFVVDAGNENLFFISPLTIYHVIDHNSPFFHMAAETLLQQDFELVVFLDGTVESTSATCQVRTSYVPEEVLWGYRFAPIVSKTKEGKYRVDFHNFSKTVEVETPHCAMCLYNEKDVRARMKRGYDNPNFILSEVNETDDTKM
STAT1 blocker: STAT1 signaling inhibition. NIH 3T3 STAT1-luciferase reporter, IFN-gamma, luminescence. hit rate 0.35% among 200,000. inhibition, % at 5.5 µM. AID 920;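 active = inhibition above a set limit, the mean inhibition across all tested compounds plus 3 SD, cut at about 34% in these data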;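 also: 0% = IFN-gamma with DMSO and 100% = IFN-gamma with 300 µM nifuroxazide; values of inactives mirror those of a sister screen read the other way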
Numbers without * were called inactive; nt = not tested or not shown.

SMILES | FLuc inhib CS | STAT3 activator | STAT3 inh | APP 5'UTR act | STAT1 activator | FLuc stim CS | APP 5UTR inh | NF-kB neuron act | ROMK mod | STAT1 blocker
Cc1cc(C)nc(N2CCCC(C(=O)Nc3ccc4c(c3)OCO4)C2)n1 (configuration not stated) | -6 | 103 | -2 | 15 | 102 | 1.1 | -15 | 0.98 | 0.17 | -1
CCc1cccc2c(C(=S)N3CCCC3)c[nH]c12 | 2 | 101 | 5 | 12 | 109 | 1 | -12 | 1.2 | -0.31 | -10
CCOC(=O)Cc1csc(NS(=O)(=O)c2ccccc2)n1 | -7 | 100 | 5 | 20 | 100 | 1.1 | -20 | 0.92 | nt | 0
CC(C)CCOc1ccc(C(=O)O)cc1 | -8 | 101 | 2 | 13 | 108 | 1.1 | -13 | 1 | nt | -8
COc1ccccc1CN1C2CCCC1CC(NC(=O)/C=C/c1ccccc1)C2 (configuration not stated) | -8 | 98 | 4 | 1 | 107 | 1.1 | -2 | 1 | nt | -9
CN(C)c1ccnc(Oc2ccc(F)cc2)c1C#N | 0 | 84 | 28 | 15 | 102 | 1 | -15 | 1.2 | nt | -3
CCC1Oc2ccccc2N(CC(=O)NCCCN2CCCCC2CC)C1=O (configuration not stated) | -3 | 98 | 7 | 11 | 108 | 1 | -11 | 1 | 0.11 | -11
COc1ccc(OCCC(=O)OCc2c(C)noc2C)cc1 | -2 | 99 | 5 | 2 | 99 | 1 | -2 | 1.1 | 0.87 | 1
Cc1cnc(CN2CCCC(C(=O)c3ccc4c5c(cccc35)CC4)C2)[nH]1 (configuration not stated) | 0 | 97 | 9 | 0 | 105 | 1 | 0 | 0.94 | 0.26 | -6
O=C(C1=C(O)C(=O)N(Cc2cccnc2)C1c1ccccn1)c1cccs1 (configuration not stated) | 2 | 101 | 4 | 27 | 99 | 1 | -26 | 1.2 | 0.61 | 0
CCOC(=O)C1CCN(CC(=O)NC(=O)NC2CCCCC2)CC1 | -7 | 94 | 9 | 22 | 92 | 1.1 | -22 | 0.89 | -0.01 | 8
CCOc1ccc(C(=O)NC2CC3CCCC(C2)N3CC(C)C)cc1 (configuration not stated) | -2 | 94 | 14 | 12 | 94 | 1 | -12 | 1 | -0.3 | 7
O=C(Cc1c(Cl)cccc1Cl)NCCc1ccc(Cl)cc1 | -2 | 107 | -5 | -3 | 102 | 1 | 3 | 1.1 | -0.3 | -2
Cc1ccc(CCN2C(=O)CCC2(C)C(=O)NCc2cccnc2)cc1 (configuration not stated) | -4 | 102 | -6 | -10 | 98 | 1 | 10 | 1 | 0.21 | 2
CCOc1ccccc1N=CC1=C(O)CC(c2ccccc2)CC1=O (configuration not stated) | -8 | 99 | 10 | 2 | 103 | 1.1 | -2 | 1.1 | -0.13 | -3
O=S(=O)(N/N=C/c1ccc(OC2CSC2)cc1)c1ccccc1 | -4 | 100 | 5 | -2 | 103 | 1 | 2 | 0.98 | nt | -3
CCCOc1ccc(CC(CC(=O)O)(C(=O)O)C(=O)O)cc1 | -2 | 98 | 8 | 10 | 95 | 1 | -10 | 1.1 | nt | 6
CCOc1ncccc1C(=O)Nc1ncc(C)s1 | -6 | 100 | 6 | -9 | 111 | 1.1 | 9 | 0.98 | 0.0055 | -13
COc1ccc(N(CC2CO2)S(=O)(=O)c2ccccc2)cc1 (configuration not stated) | -9 | 97 | 7 | 14 | 110 | 1.1 | -14 | 1.5 | 0.54 | -13
COCCNC(=O)c1ccccc1-c1nc(-c2ccccc2Cl)no1 | 18 | 109 | -8 | 0 | 104 | 0.8 | 0 | 1.2 | 0.19 | -5

Single records, from the list above. Screens in order: FLuc inhib CS | STAT3 activator | STAT3 inh | APP 5'UTR act | STAT1 activator | FLuc stim CS | APP 5UTR inh | NF-kB neuron act | ROMK mod | STAT1 blocker
Cc1ccc(CCN2C(=O)CCC2(C)C(=O)NCc2cccnc2)cc1 (configuration not stated) across the screens: -4 | 102 | -6 | -10 | 98 | 1 | 10 | 1 | 0.21 | 2
CCOC(=O)C1CCN(CC(=O)NC(=O)NC2CCCCC2)CC1 across the screens: -7 | 94 | 9 | 22 | 92 | 1.1 | -22 | 0.89 | -0.01 | 8

Next section
SMILES | FLuc inhib CS | STAT3 activator | STAT3 inh | APP 5'UTR act | STAT1 activator | FLuc stim CS | APP 5UTR inh | NF-kB neuron act | ROMK mod | STAT1 blocker
COc1cc2c(cc1OC)C(c1cccs1)N(C(=O)c1ccncc1)CC2 (configuration not stated) | -2 | 112 | -7 | 10 | 87 | 1 | -10 | 0.79 | 0.52 | 12
COc1ccc2cc(CCN3C(=O)c4ccccc4C3=O)c(=O)[nH]c2c1 | -5 | 93 | 8 | -19 | 95 | 1.1 | 19 | 1.2 | 0.52 | 5
Cc1ccc(NC(=O)/C=C/c2ccc([N+](=O)[O-])s2)cc1 | -8 | 91 | 13 | -85 | 101 | 1.1 | 84* | 0.93 | nt | -1
CCNc1cc2n(c(=O)n1)CCc1cc(OC)c(OC)cc1-2 | -6 | 105 | -2 | 12 | 101 | 1.1 | -12 | 0.9 | -0.95 | -2
CN1CCN(P(=O)(c2ccccc2)c2nc3ccccc3s2)CC1 (configuration not stated) | -7 | 107 | -5 | 1 | 92 | 1.1 | -1 | 1.1 | nt | 9
O=C(NC1CCCCCCC1)c1ccc2c(c1)OCO2 | 43 | 86 | 21 | 153* | 125 | 0.6 | -153 | 6.9* | nt | -27
Cc1cc(OCCOc2cccc3cccnc23)c(C)cc1Cl | -2 | 93 | 14 | -18 | 101 | 1 | 18 | 1.1 | -0.88 | -1
Cc1nn(-c2ccccc2)c(C)c1NC(=O)COc1ccc(Cl)cc1Cl | -5 | 84 | 19 | 14 | 96 | 1 | -14 | 0.9 | -1.6 | 4
Cc1cccc(C)c1N1CCN(c2ccc3nnc(C(F)(F)F)n3n2)CC1 | -5 | 102 | 5 | 1 | 106 | 1 | -1 | 1.2 | -0.86 | -7
COc1ccc(C2SCCN2S(=O)(=O)c2ccc(F)cc2)cc1OC (configuration not stated) | -1 | 100 | 3 | 0 | 106 | 1 | 0 | 0.92 | nt | -7
COc1ccccc1S(=O)(=O)Cc1ccc(C(=O)NCc2cccs2)o1 | -10 | 102 | 7 | 3 | 98 | 1.1 | -3 | 1.1 | nt | 2
CC(C)CN(C(=O)CN1CCN(S(=O)(=O)c2ccccc2)CC1)c1c(N)n(CC(C)C)c(=O)[nH]c1=O | -5 | 105 | 3 | 2 | 103 | 1.1 | -2 | 1.2 | 1.1 | -3
CC(=O)N(C(C)=O)c1cccc2c(N(C(C)=O)C(C)=O)cccc12 | -5 | 102 | 2 | -3 | 104 | 1 | 3 | 1.1 | nt | -4
Cn1c(N)c(S(=O)(=O)N2CCN(c3ccccc3)CC2)c(=O)n(C)c1=O | -2 | 106 | -3 | 15 | 106 | 1 | -15 | 0.96 | nt | -7
CCS(=O)(=O)N1CCN(CC(=O)NC2CCCCC2)CC1 | -6 | 109 | -8 | 13 | 99 | 1.1 | -13 | 1.1 | 0.67 | -1
Cc1oc2c(c1C(=O)c1ccccc1)C(=O)C(=O)c1ccccc1-2 | -5 | 82 | 24 | 92 | 99 | 1.1 | -92 | 0.13 | nt | 1
CCSc1ccccc1C(=O)Nc1cccnc1 | -7 | 103 | 0 | 8 | 98 | 1.1 | -8 | 1.3 | nt | 3
O=C(NCC1CCCO1)c1c(O)c2cccc3c2n(c1=O)CC3 (configuration not stated) | -2 | 103 | 4 | -2 | 106 | 1 | 2 | 1.6 | 0.35 | -7
CCn1nnnc1-c1ccc(OC)c(S(=O)(=O)Nc2ccc(C)c(C)c2)c1 | 2 | 98 | 8 | -8 | 96 | 1 | 8 | 0.93 | 0.11 | 4
CCN1CCCC1CNS(=O)(=O)c1cccc(C(F)(F)F)c1 (configuration not stated) | -3 | 95 | 8 | 7 | 99 | 1 | -7 | 1 | 1.5 | -1
c1ccc(-c2csc(N3CCOCC3)n2)cc1 | 11 | 96 | 2 | 35 | 126 | 0.9 | -36 | 2 | -1.3 | -29
COc1ccccc1C1CN(c2ccc(F)cc2F)N=C1c1cccs1 (configuration not stated) | -4 | 99 | 9 | -28 | 95 | 1 | 28 | 0.98 | nt | 5
O=C(Cc1ccccc1)Nc1cccc(C(=O)N/N=C/c2ccco2)c1 | 5 | 96 | 3 | -5 | 104 | 0.9 | 5 | 1.1 | 0.74 | -5
CCOc1ccc(NC(=O)NNC(=O)c2ccc(CC)s2)cc1 | 1 | 100 | 5 | 8 | 105 | 1 | -8 | 1 | 0.16 | -5
COc1ccccc1N1CCN(C(=O)CSc2nc3ccccc3[nH]2)CC1 | -8 | 87 | 20 | -2 | 98 | 1.1 | 2 | 1.1 | 0.015 | 3
CN(C)c1cccc(C(=O)Nc2ccc(N3CCOCC3)cc2)c1 | 25 | 88 | 15 | 5 | 106 | 0.7 | -5 | 1.6 | 0.34 | -6
CCn1cnc2c1c(=O)n(CC(=O)N1CCc3ccccc31)c(=O)n2Cc1ccccc1 | -8 | 108 | 0 | -8 | 100 | 1.1 | 8 | 1.1 | nt | 0
N#C/C(=C\c1ccc2c(c1)OCO2)C(=O)NCc1ccco1 | 3 | 92 | 16 | 6 | 96 | 1 | -6 | 1.4 | -1.3 | 4
Cc1cc(C(F)(F)F)nn1CC(=O)NCc1cccs1 | -2 | 100 | 3 | 16 | 97 | 1 | -16 | 1.1 | 0.5 | 2
CC1CCC(=NNc2ccc(C(F)(F)F)cc2[N+](=O)[O-])CC1 (configuration not stated) | -3 | 98 | -2 | -10 | 86 | 1 | 10 | 1.3 | nt | 15
C(=C\c1ccccc1)/C=N/Nc1nc(N2CCOCC2)nc(N2CCOCC2)n1 | -3 | 93 | 15 | 1 | 110 | 1 | -1 | 1.1 | -0.17 | -10
COC(=O)c1ccccc1S(=O)(=O)N1CCn2cccc2C1C (configuration not stated) | -4 | 94 | 9 | 18 | 96 | 1 | -18 | 1 | 0.55 | 4
O=C(CN(Cc1ccco1)C(=O)CCC(=O)Nc1nccs1)NCc1ccccc1 | -5 | 105 | -4 | 14 | 104 | 1.1 | -14 | 1.1 | 0.97 | -5
Nc1nc2n(n1)C(c1cccc(Br)c1)CC(c1ccc(F)cc1)N2 (configuration not stated) | 0 | 103 | 2 | 8 | 103 | 1 | -8 | 0.84 | nt | -3
Cc1ccc(NC(=S)N2CCN(C(=O)C3CCCO3)CC2)cc1 (configuration not stated) | 0 | 100 | 8 | -8 | 95 | 1 | 8 | 1.3 | 0.49 | 6
O=c1[nH]ncc(NCCc2ccccc2)c1Cl | 1 | 97 | 6 | 10 | 104 | 1 | -10 | 1.3 | 0.67 | -6
COC(=O)c1[nH]c2cccc(Cl)c2c1NC(=O)CN1CCCCC1C (configuration not stated) | -3 | 99 | 5 | 0 | 101 | 1 | 0 | 0.86 | 0.1 | -1
COCCNC(=O)C(OC(=O)c1nsc(Cl)c1Cl)C(C)C (configuration not stated) | -6 | 104 | 0 | 9 | 100 | 1.1 | -10 | 1.1 | 0.3 | -1
CN(c1ccccc1)S(=O)(=O)c1cccc(NC(=O)Nc2ccc(Cl)cc2C#N)c1 | -9 | 104 | -6 | -3 | 104 | 1.1 | 3 | 0.73 | -0.17 | -4
